Screening results (PubChem BioAssay)
NadD block = NadD (S. aureus) enzyme inhibition; purified NadD enzyme, colorimetric absorbance read-out; inhibition, % at 20 µM; AID 602399; actives 0.78% (n = 360,000); in the data active = inhibition above about 26%; note: some compounds past the cut are filed as inactive
Rpn11 block = Rpn11 (human) deubiquitinase inhibition; O00487; human 26S proteasome, Ub4-pepOG fluorescence polarization; 20S core pre-blocked with epoxomicin; calls only at 20 µM; actives 0.59% (n = 360,000);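 active = inhibition at 20 µM, scaled to each plate's controls, above about 33%, limit read from the data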
Target sequence (O00487 whole entry, looked up): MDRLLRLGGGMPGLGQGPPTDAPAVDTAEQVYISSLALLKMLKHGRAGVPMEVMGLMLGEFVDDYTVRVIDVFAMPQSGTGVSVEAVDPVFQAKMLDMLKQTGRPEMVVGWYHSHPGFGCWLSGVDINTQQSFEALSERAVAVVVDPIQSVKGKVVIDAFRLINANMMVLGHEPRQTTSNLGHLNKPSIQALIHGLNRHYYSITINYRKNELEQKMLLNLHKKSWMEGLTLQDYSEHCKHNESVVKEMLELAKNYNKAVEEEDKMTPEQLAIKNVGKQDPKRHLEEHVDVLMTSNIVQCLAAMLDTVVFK
LMPTP block = blocks human LMPTP phosphatase; P24666; actives 0.22% (n = 360,000); inhibition, % at 20 µM; recombinant LMPTP-A, OMFP fluorogenic substrate, fluorescence intensity; AID 651560;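 active = compounds that cut the enzyme signal by at least half of the control window in the single-dose screen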;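 note: plate controls were DMSO wells with enzyme plus substrate for no effect and substrate without enzyme for full effect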
Target sequence (P24666 whole entry, looked up): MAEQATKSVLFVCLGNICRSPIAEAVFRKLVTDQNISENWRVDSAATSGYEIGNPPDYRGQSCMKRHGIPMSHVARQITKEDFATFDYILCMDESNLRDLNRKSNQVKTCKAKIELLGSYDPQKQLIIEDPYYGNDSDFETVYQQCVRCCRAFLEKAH
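Test system – LMPTP-A enzyme · Amount – LMPTP-A at 0.625 nM final in the reaction · Buffer or medium – Bis-Tris pH 6.0, DTT, detergent · Reagent – OMFP 400 µM · Doses – single 20 µM dose · Schedule – reaction 50 min, room temperature, dark · Detection – fluorescence intensity of OMFP turnover product · Evaluation – percent inhibition versus substrate-only and uninhibited controls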
Tb MetRS inh = blocks T. brucei methionyl-tRNA synthetase activity; inhibition, % at 11.9 µM; purified T. brucei MetRS, ATP depletion, Kinase-Glo luminescence; actives 0.4% (n = 360,000);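 active = inhibition above a per-plate cutoff of the control wells' mean inhibition plus 3 SD, cut at about 5.5% in these data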;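 note: 0% = DMSO wells median and 100% = median of wells with control inhibitor compound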
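Measured by: Kinase-Glo luciferase luminescence reporting remaining unconsumed ATP. Material: purified T. brucei MetRS enzyme. Doses: 11.9 µM compound single dose, 0.9% DMSO. Medium: HEPES buffer containing pyrophosphatase, BSA, spermine, DTT. Times: 15 min preincubation, 2 h reaction, all 25 °C. Reagent: methionine, ATP and bulk E. coli tRNA.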
Scp-1 inhibitor = inhibitors of human Scp-1 phosphatase | Q9GZU7 | Recombinant Scp1, phosphopeptide, malachite green phosphate absorbance | inhibition, % at 20 µM | actives 0.88% (n = 340,000) | AID 493091;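 active = inhibition above about 50% at 20 µM, limit read from the data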;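 note: plate controls were DMSO wells with enzyme for no effect and wells lacking enzyme for full effect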
Target sequence (Q9GZU7 76-261 limits assumed): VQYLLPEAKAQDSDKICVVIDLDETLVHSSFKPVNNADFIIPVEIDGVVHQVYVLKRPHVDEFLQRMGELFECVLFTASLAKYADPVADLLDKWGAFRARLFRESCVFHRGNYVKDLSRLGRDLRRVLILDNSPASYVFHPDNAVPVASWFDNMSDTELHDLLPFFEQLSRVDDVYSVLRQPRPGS
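Test system: SCP-1 phosphatase catalytic domain, residues 76-261; measured by: colorimetric phosphate reagent with accelerator and stabiliser, absorbance at 630 nm; timing: enzyme reaction 45 min at room temperature, colour 5 min, stabilisation 30 min; also added: Phosphorylated 17-residue peptide substrate; compound dosing: one concentration, 20 µM, with 1.0% DMSO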
SUMO1-SIM PPI = modulators of human SUMO1-mediated protein-protein interactions; P63165; SUMO1 binding to a labelled peptide, TR-FRET, 1 h; inhibition, % at 20 µM; actives 0.33% (n = 360,000); in the data active = inhibition above about 37%
Target sequence (P63165 whole entry, looked up): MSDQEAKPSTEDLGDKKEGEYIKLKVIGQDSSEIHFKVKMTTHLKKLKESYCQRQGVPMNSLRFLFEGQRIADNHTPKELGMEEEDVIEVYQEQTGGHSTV
CSN deneddyl inh = blocks human CSN-mediated cullin deneddylation; actives 0.38% (n = 360,000); inhibition, % at 12.5 µM; Purified CSN, SCF-Nedd8-OG deneddylation, fluorescence polarization; Q92905;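 active = pattern-corrected inhibition above about 35%, with an unprinted fluorescence ratio check between 0.5 and 1.5, limit read from the data, passing the limit was not always enough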;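 note: 0% = enzyme with substrate and 100% = substrate without enzyme; some results filed as inactive read as strong as hits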
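assay system = purified human Csn5 enzyme expressed in HEK293T cells | amount = 0.24 nM enzyme | buffer or medium = Tris/NaCl/DTT buffer, pH 7.5 | reagent = 10 nM SCFSkp2-Nedd8OG | compound = one concentration, 12.5 µM, 0.25% DMSO | times = 90 min reaction at room temperature | signal = FP | read-out basis = % inhibition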
DNMT1 inh = DNMT1 (human) enzyme inhibition | P26358 | DNMT1 molecular beacon, Hinp1I cleavage, fluorescence | inhibition (reported as % activation of signal), % at 10 µM | actives 0.83% (n = 360,000) | AID 588458; in the data active = inhibition above about 50%
STEP block = STEP (human) phosphatase inhibition; P54829; recombinant STEP, OMFP fluorogenic substrate, fluorescence; inhibition, % at 20 µM; actives 0.25% (n = 360,000); AID 588621;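 active = inhibition at 20 µM, scaled per plate between control wells, above about 37%, limit read from the data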;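 note: 0% = DMSO with enzyme and substrate and 100% = substrate only without enzyme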
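medium = Bis-Tris buffer pH 6.0, 2.5 mM DTT, 0.005% Tween 20 | test system = STEP (striatal-enriched tyrosine phosphatase) enzyme, cell-free | measure = normalized % inhibition | compound dosing = 20 µM, 1% DMSO | also added = 25 µM OMFP | schedule = reaction 20 min, ambient temperature | measured by = fluorescence read at 480 nm ex / 540 nm em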
MsrA inhibitor = inhibits bovine methionine sulfoxide reductase A. purified bovine MsrA, absorbance read-out. inhibition, % at 15.5 µM. actives 0.75% (n = 360,000). AID 651718; in the data active = inhibition above about 4.5%;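 note: 0% = vehicle wells with enzyme and 100% = reference inhibitor wells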
Active calls of the source: *; i = inactive; / = no result given.

| SMILES | NadD block | Rpn11 block | LMPTP block | Tb MetRS inh | Scp-1 inhibitor | SUMO1-SIM PPI | CSN deneddyl inh | DNMT1 inh | STEP block | MsrA inhibitor |
| --- | --- | --- | --- | --- | --- | --- | --- | --- | --- | --- |
| COc1ccc(/C(C)=N/NC(=O)CNC(=O)/C=C\c2ccco2)cc1 | 1 | i | -0.8 | -0.3 | 82* | -4 | 2 | 19 | 0 | -0.1 |
| O=C(NCc1cccnc1)c1ccc(S(=O)(=O)N2CCOCC2)cc1 | 2 | i | -1.7 | -0.2 | -5 | -7 | 0 | 0 | -1 | 1.3 |
| COc1ccc(OC)c(CCNC(=O)c2ccc3c(=O)[nH]c4c(C(=O)NC(C)C)sc(=S)n4c3c2)c1 | 33* | i | 2.8 | -0.4 | 6 | 11 | -3 | -15 | 7 | -0.4 |
| CCN1CCN(C(=O)N2CCOCC2)CC1 | -5 | i | -0.4 | -1.1 | 1 | -2 | 6 | 1 | 0 | -1.4 |
| Cc1cccc(NC(=O)c2nc[nH]c2C(=O)NCCCCCCNC(=O)c2[nH]cnc2C(=O)Nc2cccc(C)c2)c1 | 37* | i | 1.8 | -0.1 | -11 | -2 | -4 | -8 | -1 | -0.7 |
| CCc1nc2c(OCc3cccc(Cl)c3)cccn2c1N(C)C(=O)CC(C)C | 8 | i | 1.4 | -0.1 | / | -1 | 1 | -3 | 2 | -0.5 |
| Cc1ccc(S(=O)(=O)N(C)C)cc1[N+](=O)[O-] | -9 | i | -1.8 | -0.8 | -2 | -14 | -1 | 1 | -2 | -0.3 |
| Cc1cc(C)c(S(=O)(=O)c2cccc(Br)c2C)c(=O)[nH]1 | -2 | i | -0.7 | 0.1 | -6 | -3 | -2 | 0 | 0 | 1.6 |
| O=C(NCc1ccc(F)cc1)C1CCCN(C(=O)Nc2ccccc2)C1 (centres undefined) | 4 | i | -0.6 | -0.2 | -11 | 0 | -4 | -1 | 6 | -0.9 |
| CCOC(=O)C1(Cc2cccc(OC)c2)CCN(Cc2cnc(N)nc2)CC1 | -3 | i | 0.7 | -0.7 | -7 | 1 | -1 | 2 | 0 | -1.5 |
| CC(=O)Nc1cc(-c2nn3c(C)nnc3s2)ccc1C | -2 | i | 0.1 | -0.2 | -12 | 2 | -1 | 2 | 1 | 0.3 |
| CN(Cc1ccccc1)C(=O)c1cccc(NC(=O)Cc2ccc(NC(=O)C3CCCN(C(=O)C4CCCCC4)C3)cc2)c1 (centres undefined) | 5 | i | 2.6 | 1.5 | -11 | 3 | 1 | -4 | -1 | -0.8 |
| CC1CC(=O)Nc2ccccc2N1C(=O)COc1ccc2cc(Br)ccc2c1 (centres undefined) | 2 | i | 0.6 | -0.1 | -5 | -2 | 1 | -5 | 0 | -0.9 |
| C[C@H](NC(=O)COc1ccccc1)C(=O)OCC(=O)c1cc2ccccc2o1 | -1 | i | 1.2 | -0.2 | -7 | -13 | 9 | -10 | 0 | 0.4 |
| O=C(Nc1ccc2c(c1)OCCO2)C(c1cc2ccccc2o1)N1CCN(C/C=C/c2ccccc2)CC1 (centres undefined) | 12 | i | 5.8 | 0.4 | / | 0 | 2 | -22 | 2 | -0.5 |
| CC1C(C#N)=C(N)OC2=C1C(=O)CC(c1ccccc1)C2 (centres undefined) | 5 | i | -0.5 | 0.0 | 55* | -3 | -3 | -1 | 2 | -0.6 |
| O=C(COc1ccccc1O)NNc1ccccc1 | 4 | i | 0.3 | -0.2 | -1 | -3 | -7 | 4 | 0 | -0.7 |
| O=C(CN1CCOc2ccccc21)N1CCN(c2cccc(Cl)c2)CC1 | 1 | i | -0.2 | 0.8 | -16 | 3 | 19 | -4 | -3 | 0.1 |
| CCOC(=O)c1cnc(N)nc1-c1ccccc1 | 3 | i | -0.4 | -0.2 | 18 | -3 | -3 | 5 | -3 | 1.6 |
| Cc1cccc(NC(=O)c2sc(NC(=O)COc3ccccc3)c(C#N)c2C)c1C | 6 | i | -3.6 | 0.2 | -7 | -4 | -16 | 1 | -2 | -0.1 |

Single records (already shown).
O=C(COc1ccccc1O)NNc1ccccc1 across the screens: NadD block = 4; Rpn11 block = i; LMPTP block = 0.3; Tb MetRS inh = -0.2; Scp-1 inhibitor = -1; SUMO1-SIM PPI = -3; CSN deneddyl inh = -7; DNMT1 inh = 4; STEP block = 0; MsrA inhibitor = -0.7
CC1C(C#N)=C(N)OC2=C1C(=O)CC(c1ccccc1)C2 (centres undefined) across the screens: NadD block = 5; Rpn11 block = i; LMPTP block = -0.5; Tb MetRS inh = 0.0; Scp-1 inhibitor = 55*; SUMO1-SIM PPI = -3; CSN deneddyl inh = -3; DNMT1 inh = -1; STEP block = 2; MsrA inhibitor = -0.6

Back to the main list with the 3 entries that preceded the break.
| SMILES | NadD block | Rpn11 block | LMPTP block | Tb MetRS inh | Scp-1 inhibitor | SUMO1-SIM PPI | CSN deneddyl inh | DNMT1 inh | STEP block | MsrA inhibitor |
| --- | --- | --- | --- | --- | --- | --- | --- | --- | --- | --- |
| O=C(CN1CCOc2ccccc21)N1CCN(c2cccc(Cl)c2)CC1 | 1 | i | -0.2 | 0.8 | -16 | 3 | 19 | -4 | -3 | 0.1 |
| CCOC(=O)c1cnc(N)nc1-c1ccccc1 | 3 | i | -0.4 | -0.2 | 18 | -3 | -3 | 5 | -3 | 1.6 |
| Cc1cccc(NC(=O)c2sc(NC(=O)COc3ccccc3)c(C#N)c2C)c1C | 6 | i | -3.6 | 0.2 | -7 | -4 | -16 | 1 | -2 | -0.1 |
| COC(=O)c1ccc(C(c2c(C)n(C)n(-c3ccccc3)c2=O)c2c(C)n(C)n(-c3ccccc3)c2=O)cc1 | 17 | i | -3.3 | 0.2 | 8 | 2 | -3 | 6 | 3 | 1.2 |
| COc1ccc(C(c2nnnn2C2CCCCC2)N2CCN(C/C=C/c3ccccc3)CC2)cc1 (centres undefined) | -5 | i | 0.9 | 0.1 | / | 4 | -2 | -10 | 0 | -1.1 |
| CCCCCCNC(=O)Cc1c(O)c2ccccc2[nH]c1=O | 4 | i | -1.5 | -0.2 | -2 | 1 | 4 | 0 | 2 | -0.1 |
| O=C(CN(CCc1ccccc1)S(=O)(=O)c1ccc(Cl)cc1)N/N=C/c1ccc2c(c1)OCO2 | 4 | i | 2.5 | -0.8 | -5 | -1 | 0 | -9 | 0 | -1.1 |
| O=C(CN(C(=O)CCC(=O)Nc1nccs1)c1ccccc1F)NCc1ccccc1 | -15 | i | 0.6 | -0.3 | 2 | 8 | -1 | 0 | -2 | -0.5 |
| CC(C)C(=O)N1CCC1(C)C(=O)NCc1ccc(F)cc1Cl (centres undefined) | 0 | i | -1.0 | -0.6 | / | 3 | -3 | 0 | -2 | -0.6 |
| Cc1nn(CC(=O)NCCc2ccccc2)c(=O)c2cc3occc3n12 | 2 | i | -0.9 | -0.6 | 1 | -4 | 0 | -1 | -2 | 0.3 |
| COc1ccc(C(=O)NCc2ccc(C)cc2)cc1S(=O)(=O)N1CCOCC1 | 5 | i | -1.1 | -0.5 | / | -2 | 4 | 0 | 0 | -1.3 |
| O=C(Nc1cc(Cl)ccc1F)C1=COCCO1 | -1 | i | 1.1 | 0.5 | -8 | 3 | -2 | 2 | 1 | -0.7 |
| C[C@@H]1CN([C@H](C)CO)C(=O)CCCn2cc(nn2)CO[C@H]1CN(C)C(=O)CCC(F)(F)F | -5 | i | -2.2 | -1.2 | / | 2 | -3 | 10 | -2 | 0.8 |
| CC(C)(CN1CCc2ccccc2C1)NS(=O)(=O)c1ccccc1 | -1 | i | -1.5 | -0.1 | -22 | -7 | 1 | 0 | 0 | -0.3 |
| COc1ccc(OCC(=O)Nc2ccc(N3CCC(C)CC3)cc2)cc1 | -1 | i | -0.5 | -0.2 | -12 | 0 | -2 | 5 | 3 | 0.0 |
| NS(=O)(=O)c1ccc(CNS(=O)(=O)c2ccc(Cl)nc2)cc1 | 3 | i | -1.3 | -0.7 | -1 | -1 | -5 | -9 | -1 | 0.6 |
| CCOC(=O)C1=C(C)NC(=O)NC1c1ccc(Cl)cc1Cl (centres undefined) | 0 | i | 0.8 | -0.2 | -8 | 4 | -4 | -2 | 2 | -0.1 |
| COCCN(CCOC)Cc1c(C)[nH]c2ccccc2c1=O | -4 | i | 0.4 | 0.6 | 0 | -2 | 2 | 0 | 0 | -0.5 |
| C/C(CC(=O)NCc1ccco1)=N\NC(=O)c1ccc([N+](=O)[O-])cc1Cl | 5 | i | 0.4 | -0.3 | -5 | -31 | 4 | -7 | 0 | 0.1 |
| CCC(C)NC(=O)c1ccc(CN2CCc3ccccc3C2)cc1 (centres undefined) | -5 | i | 0.6 | 0.3 | -8 | 2 | 7 | -4 | -2 | -0.4 |
| Cc1cc(OCC(=O)N2CCC[C@@H]2C(=O)O)c2c(C)c(C)c(=O)oc2c1 | 1 | i | 0.5 | 0.6 | 12 | 7 | 2 | -2 | -3 | 0.9 |
| Cc1ccc(C(=O)N/N=C/c2cccc(OC(=O)/C=C/c3ccco3)c2)cn1 | -1 | i | 1.2 | 0.6 | 26 | -7 | 9 | 23 | 2 | 1.3 |
| COc1ccc(Br)cc1CN(C)CC(O)COc1ccc(Br)cc1 (centres undefined) | -15 | i | 1.6 | 1.6 | -2 | 3 | 4 | 0 | 0 | -1.2 |

Further records follow:
| SMILES | NadD block | Rpn11 block | LMPTP block | Tb MetRS inh | Scp-1 inhibitor | SUMO1-SIM PPI | CSN deneddyl inh | DNMT1 inh | STEP block | MsrA inhibitor |
| --- | --- | --- | --- | --- | --- | --- | --- | --- | --- | --- |
| Cc1cc(C)n(-c2nc(NCC(C)O)c3c4c(sc3n2)CCCC4)n1 (centres undefined) | 9 | i | 0.9 | -0.9 | -1 | 2 | -1 | -9 | 4 | 1.2 |
| COc1ccc(CNC(=O)COC(=O)CCCOc2ccc(Cl)cc2Cl)cc1 | -4 | i | 0.2 | 0.3 | -6 | 3 | 0 | -5 | -3 | -1.1 |
| COc1ccc2c(c1)NC(c1ccc(N(C)C)cc1)c1cccn1-2 (centres undefined) | 5 | i | 5.4 | -0.3 | -4 | -16 | 1 | -13 | 1 | 1.2 |
| CSc1ncc(CN2CCc3c([nH]c4ccccc34)C2c2cccc(C)n2)cn1 (centres undefined) | -5 | i | 1.3 | -1.0 | -7 | -13 | 4 | -9 | -2 | 0.2 |
| CCOc1ccccc1C1C(C#N)=C(N)Oc2cc(C)n(C)c(=O)c21 (centres undefined) | 1 | i | -0.1 | 0.0 | -6 | -7 | -1 | 0 | 3 | 0.2 |
